Source: PubChem (National Center for Advancing Translational Sciences (NCATS))
Pol kappa inh = inhibitors of human DNA polymerase kappa; purified Pol kappa, fluorescent DNA synthesis assay, 10 min; AID 588579; Potency, µM (doses to about 107 µM), inactives show at the highest dose activity, negative = inhibition, most hits filed as inhibitors; actives 0.53% (n = 400,000); Q9UBT6; also: % is scaled to controls: 0 for no effect and ±100 for the full control effect
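10 nM Pol kappa preincubated 15 min at room temperature with compounds, then reaction started with substrate at 50 nM final. Fluorescence read kinetically at 0 and 10 min; buffer-only wells served as negative control.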
POLI inh = blocks human DNA polymerase iota activity; Pol iota fluorescent replication assay, 10 min; Potency, µM (highest dose often 115 µM), without a hit: at the highest dose activity, negative = inhibition, actives largely listed as inhibitors; actives 1% (n = 390,000); Q9UNA4
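Fluorescent replication assay read twice, at 0 min and 10 min after adding 50 nM (final) substrate. Enzyme (10 nM) and compounds were first incubated 15 min at room temperature; enzyme-free buffer wells were negative controls.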
BAZ2B block = BAZ2B (human) inhibition | Q9UIF8 | AlphaScreen BAZ2B-H3K14Ac peptide displacement | Potency, µM (doses to about 114 µM), for the others: top-dose activity change, negative = inhibition, hits mostly inhibitors | actives 4.4% (n = 360,000); also: % is scaled to controls: 0 for no effect and ±100 for the full control effect; nearly all actives have a fitted effect of over 60% in size
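Protein-peptide AlphaScreen: BAZ2B 50 nM, b-H3K14Ac 50 nM, 1x PBS pH 7.4 + 0.01% Tween-20. Preincubation 30 min RT; cpd 30 min RT (top 110 uM); beads 20 min RT, light-protected.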
G9a block = blocks human histone lysine methyltransferase G9a | G9a H3K9 monomethylation, AlphaScreen, 2 h | actives 8.8% (n = 350,000) | AID 504332 | Potency, µM (doses to about 102 µM), for inactives: at the highest dose activity, negative = inhibition, usual class: inhibitors | Q96KQ7; also: % is scaled to controls: 0 for no effect and ±100 for the full control effect; nearly all actives have a fitted effect of over 75% in size
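G9a (20 nM) was preincubated 15 min with compound, then reacted 2 h at room temperature with 500 nM biotin-H3K9 peptide and 20 µM SAM. Monomethyl-H3K9 detected by AlphaScreen using anti-H3K9me1 antibody.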
APE1 inh = APE1 (human) endonuclease inhibition. P27695. recombinant APE1, TAMRA/BHQ-2 abasic DNA cleavage fluorescence. Potency, µM (doses to about 65.8 µM), inactives show at the top dose activity change, negative = inhibition, usual class: inhibitors. actives 0.35% (n = 350,000). AID 2517;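 also: plate controls were vehicle for no effect and reference inhibitor for full effect; nearly all actives have a fitted effect of over 55% in size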
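Measures dequenching upon AP-site incision of a 5'-TAMRA/3'-BHQ-2 THF-containing duplex, 50 nM; human APE1 0.75 nM after 15 min room-temperature exposure to compound; kinetic three-point read at one-minute spacing.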
Pol beta inh = DNA polymerase beta (human) inhibition | P06746 | Pol beta primer extension/strand displacement, fluorescence kinetic | Potency, µM (doses to about 114 µM), for the others: at the highest dose activity change, negative = inhibition, usual class: inhibitors | actives 1.3% (n = 340,000) | AID 485314; also: % is scaled to controls: 0 for no effect and ±100 for the full control effect
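Pol beta (10 nM) and compounds were preincubated 15 min at room temperature, then 50 nM substrate (final) started primer extension/strand displacement. Reads were taken at 0 and 10 min; concentration-response data were fitted to a four-parameter Hill equation.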
POLH inh = DNA polymerase eta (human) inhibition | recombinant Pol eta, fluorescent DNA replication assay | Potency, µM (doses to about 114 µM), for the others: at the highest dose activity change, negative = inhibition, hits mostly inhibitors | actives 1.2% (n = 390,000) | AID 588591; also: % is scaled to controls: 0 for no effect and ±100 for the full control effect
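Pol eta (10 nM) was preincubated with compounds for 15 min at room temperature, after which fluorescent replication substrate (50 nM final) was added to start the reaction. Fluorescence was read kinetically at 0 and 10 min.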
BLM helicase inh = blocks DNA unwinding by human BLM helicase | actives 0.2% (n = 350,000) | Potency, µM (titrated, usually from 56.1 µM), without a hit: at the highest dose activity change, negative = inhibition, hits mostly inhibitors | recombinant BLM DNA unwinding, fluorescence dequenching | AID 2528;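 also: plate controls were vehicle for no effect and no enzyme for full effect; nearly all actives have a fitted effect of over 35% in size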
Target sequence (P54132 whole entry, looked up): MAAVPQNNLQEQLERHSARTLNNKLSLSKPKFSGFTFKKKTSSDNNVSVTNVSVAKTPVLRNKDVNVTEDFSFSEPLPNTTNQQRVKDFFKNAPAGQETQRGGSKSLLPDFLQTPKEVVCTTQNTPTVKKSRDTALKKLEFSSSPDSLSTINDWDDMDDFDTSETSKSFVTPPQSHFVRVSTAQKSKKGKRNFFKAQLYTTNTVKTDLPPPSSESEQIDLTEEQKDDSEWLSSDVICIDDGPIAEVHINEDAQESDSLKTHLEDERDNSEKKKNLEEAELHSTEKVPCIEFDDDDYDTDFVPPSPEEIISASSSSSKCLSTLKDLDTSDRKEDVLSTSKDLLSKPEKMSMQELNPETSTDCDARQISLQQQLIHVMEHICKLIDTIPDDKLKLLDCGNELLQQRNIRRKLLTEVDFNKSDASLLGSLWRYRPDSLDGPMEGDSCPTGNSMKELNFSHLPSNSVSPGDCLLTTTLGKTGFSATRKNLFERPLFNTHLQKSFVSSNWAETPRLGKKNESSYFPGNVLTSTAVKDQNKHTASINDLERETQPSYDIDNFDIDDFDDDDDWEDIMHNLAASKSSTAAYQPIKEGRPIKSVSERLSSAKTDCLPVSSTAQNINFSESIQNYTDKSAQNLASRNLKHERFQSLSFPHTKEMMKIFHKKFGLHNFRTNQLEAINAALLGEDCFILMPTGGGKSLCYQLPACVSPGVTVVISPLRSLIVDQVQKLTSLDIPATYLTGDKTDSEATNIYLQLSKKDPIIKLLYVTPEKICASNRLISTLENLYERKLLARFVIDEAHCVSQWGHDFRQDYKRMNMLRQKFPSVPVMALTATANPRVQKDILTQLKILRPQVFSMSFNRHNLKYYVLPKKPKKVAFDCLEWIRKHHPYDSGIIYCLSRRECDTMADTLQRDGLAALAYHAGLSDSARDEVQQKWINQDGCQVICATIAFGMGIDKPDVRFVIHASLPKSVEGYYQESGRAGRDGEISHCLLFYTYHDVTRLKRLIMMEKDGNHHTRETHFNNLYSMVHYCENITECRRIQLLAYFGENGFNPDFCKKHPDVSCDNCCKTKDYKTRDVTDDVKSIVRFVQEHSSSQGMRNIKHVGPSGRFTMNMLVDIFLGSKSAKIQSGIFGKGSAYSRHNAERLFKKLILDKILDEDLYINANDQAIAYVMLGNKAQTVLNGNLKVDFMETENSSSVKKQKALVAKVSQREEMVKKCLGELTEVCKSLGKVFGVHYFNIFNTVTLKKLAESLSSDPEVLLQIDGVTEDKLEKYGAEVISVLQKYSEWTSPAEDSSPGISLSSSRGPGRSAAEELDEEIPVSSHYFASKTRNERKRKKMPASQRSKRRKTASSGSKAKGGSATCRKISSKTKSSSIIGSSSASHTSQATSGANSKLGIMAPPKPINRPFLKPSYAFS
JMJD2A Tudor = blocks the human JMJD2A Tudor domain; O75164; AlphaScreen JMJD2A-Tudor / H3K4me3 peptide binding; Potency, µM (doses to about 114 µM), without a hit: top-dose activity change, negative = inhibition, actives largely listed as inhibitors; actives 4.4% (n = 390,000); also: % is scaled to controls: 0 for no effect and ±100 for the full control effect; nearly all actives have a fitted effect of over 50% in size
The depositor's hits bear a star; u = inconclusive; x = not tested or not shown; [ ] = another dose, or the depositor's remark. Calls follow the shape of the dose curve; as a rule, active = well fitted curve in the direction sought with a large enough effect; inconclusive = small, poorly fitted or top-dose-only effect, or another doubt; inactive = no such curve, though single readings can be large; an effect the other way counts as inactive or inconclusive. Potency is read from the fitted curve at half-maximal effect. Some of the compounds tested, so the mix of outcomes need not match the whole.

Start of the data: the first 2 compounds (preview)
SMILES	Pol kappa inh	POLI inh	BAZ2B block	G9a block	APE1 inh	Pol beta inh	POLH inh	BLM helicase inh	JMJD2A Tudor
C=CCn1c(SCC(=O)NCC2CCCO2)nc2scc(-c3ccco3)c2c1=O (stereo not given)	-32.6%	u	u	u	u	7.08µM*	-8.6%	-23.2%	-29.5%
CN1c2ccccc2N(C)C1c1ccc2c(c1)OCO2	-2.6%	-6.5%	12.2%	-34.8%	-1.3%	-1.6%	-7.2%	4.9%	-7.4%

The whole of this part, from the start:
SMILES	Pol kappa inh	POLI inh	BAZ2B block	G9a block	APE1 inh	Pol beta inh	POLH inh	BLM helicase inh	JMJD2A Tudor
C=CCn1c(SCC(=O)NCC2CCCO2)nc2scc(-c3ccco3)c2c1=O (stereo not given)	-32.6%	u	u	u	u	7.08µM*	-8.6%	-23.2%	-29.5%
CN1c2ccccc2N(C)C1c1ccc2c(c1)OCO2	-2.6%	-6.5%	12.2%	-34.8%	-1.3%	-1.6%	-7.2%	4.9%	-7.4%
CCC(=O)N1CCN(c2ccc(NC(=O)c3ccc4c(c3)OCCO4)cc2)CC1	6.6%	-24.3%	-11.8%	-3.2%	3.3%	0.0%	-1.8%	-6.8%	-9.9%
COC(=O)c1ccc(NC(=O)CS(=O)(=O)Cc2ccccc2)cc1	3.8%	u	9.3%	22.6%	-4.1%	-9.6%	-9.8%	-5.0%	-15.3%[11.4 µM]
O=C(c1ccc2ccccc2c1)C1CCCN(C(=O)CCn2cnnn2)C1 (stereo not given)	0.8%	8.0%	-16.0%	-12.5%	1.3%	24.9%	-8.6%	2.9%	-16.2%
COc1cc([N+](=O)[O-])c(C(=O)N2CCOCC2)c([N+](=O)[O-])c1	-3.3%	-2.3%	1.8%	-6.3%	-0.1%	32.3%	-16.2%	4.9%	5.5%
O=C(c1cnccn1)N1CCC2(CC1)CN(Cc1cc(C(F)(F)F)cc(C(F)(F)F)c1)C2	-1.7%[60.1 µM]	x	x	7.1%[12.7 µM]	-1.5%	x	x	7.8%	x
O=c1c2ccccc2nc(-c2ccccc2)n1CCCN1CCOCC1	-12.4%	-1.9%	2.5%	-28.2%[12.7 µM]	3.5%	-1.0%	3.8%	1.4%	-8.1%
CCCCc1ccc(NC(=O)Nc2c(C)n(C)n(-c3ccccc3)c2=O)cc1	3.2%	33.5%	-4.5%	31.4%	-6.4%	-1.2%	-17.4%	-3.2%	-19.1%
Cc1ccc(Nc2nc(COC(=O)C3CC3)cs2)cc1	-4.8%	121.1%[activator]	-33.1%	u	1.4%	-28.0%	-17.8%	-11.6%	-23.8%
COc1ccc(-n2cnc3cc(C(=O)NCCC4=CCCCC4)ccc32)cc1	-5.6%[60.1 µM]	-7.4%	-10.3%	-39.7%[59 µM]	x	0.0%	-21.0%	-9.8%	-21.2%
Cn1c(=O)[nH]c2ncn(C)c2c1=O	-5.4%[60.1 µM]	6.9%[58.9 µM]	x	-3.6%[59 µM]	u	12.2%[57.1 µM]	-5.7%[57.1 µM]	1.4%	0.7%
CC(C)c1ccc(S(=O)(=O)c2cnc(SCC(=O)Nc3ccc4c(c3)OCCO4)[nH]c2=O)cc1	-12.7%	-1.7%	-14.7%	-30.0%[59 µM]	x	-12.1%	-16.5%	-0.5%	-16.7%
COC(=O)c1ccccc1NC(=O)CSc1nc(C)c(Cl)c(C)c1C#N	2.8%[60.1 µM]	-14.9%	-2.6%	8.7%[59 µM]	x	17.0%	-6.9%	-6.4%	u
CCC(C)(C)n1nnnc1C(c1ccc(OC)c(OC)c1)N1CCN(C(=O)c2ccco2)CC1 (stereo not given)	-19.5%	95.1%[activator]	-8.3%	u	-6.0%	-7.4%	-3.6%	-0.6%	79.4µM*
Cc1ccc(OCCNC(=O)c2cccc(S(=O)(=O)NCc3ccccc3)c2)cc1	-22.3%	4.5%	-5.9%	-15.1%	-29.1%	x	-12.5%	x	-16.6%
CC(C)(C)c1csc(NC(=O)c2ccc3nccnc3c2)n1	-3.1%	10.0%	-38.0%	x	-0.8%	20.9%	-11.1%	-3.4%	-24.3%
CC(CCc1ccccc1)NC(=O)c1ccc(NC(=O)c2ccc(Cl)cc2Cl)cc1 (stereo not given)	-2.0%	136.7%[activator]	12.5%	8.0%[59 µM]	-0.8%	u	-20.2%	-1.3%	-2.4%
O=C(NNC(=O)c1cccc2ccccc12)c1cccc(Br)c1	-11.0%	21.5%	x	x	x	x	-7.6%	x	-1.4%
COc1cccc(/C(C)=N/NC(=O)c2ccc(N(C)C)cc2)c1	-16.0%	1.7%	-29.6%	x	-0.3%	-8.9%	-9.4%	-0.8%	-15.5%
O=C(c1ccccc1)N(Cc1ccc2c(c1)OCO2)Cc1nc2ccccc2c(=O)[nH]1	-24.3%	1.0%	2.9%	11.6%	1.6%	28.1%	-0.5%	-1.9%	-8.4%
CCN1C(=O)[C@H]2[C@@H](c3ccc(-c4cccc(Cl)c4)cc3)N3CCCC[C@@]3(C(=O)OC)[C@H]2C1=O	0.3%	19.4%	-26.6%	-19.9%[2.33 µM]	2.3%	x	-25.3%	x	-19.7%
CCCCCCC(=O)NN1CCN(C)CC1	-1.5%	-5.5%	10.5%	-0.5%[12.7 µM]	-0.2%	30.6%	-25.3%	-0.8%	-0.4%
COc1ccc(C(=O)Nc2n[nH]c(-c3ccncc3)n2)cc1	-2.0%	-5.0%	u	x	12.2%	25.8%	2.1%	-0.7%	-20.1%
CC(=O)c1ccc(NC(=O)c2nc(-c3ccccc3)n(-c3ccc(Cl)cc3)n2)cc1	-17.5%	-5.2%	u	-21.7%[59 µM]	x	u	-5.1%	-10.5%	-19.9%
O=C(c1ccc(N2CCCCCC2)c([N+](=O)[O-])c1)N1CCc2ccccc21	x	x	-38.2%	-36.5%[59 µM]	1.5%	8.6%	x	-6.3%	x
COc1ccc(NC(=O)CNC(=O)c2ccco2)cc1S(=O)(=O)Nc1cc(C)ccc1Br	2.2%	-17.1%	x	x	28.0%	x	-20.7%	x	-17.9%
Cc1ccc(C(=O)N2N=C(c3cccc(NS(C)(=O)=O)c3)CC2c2cccs2)cc1 (stereo not given)	-15.8%	-13.5%	-25.5%	-5.9%	24.7%	-23.6%	-14.8%	-10.6%	-27.4%
Cc1c(C(=O)NC2CCCCC2)oc2ccc(F)cc12	-11.0%	14.7%	13.8%	27.0%	-4.5%	6.1%	-9.7%	-3.0%	10.8%
Cc1ccc2nc(SCC(=O)NCc3cccs3)c(C#N)cc2c1	-6.4%	13.0%	1.6%[57.1 µM]	4.2%[59 µM]	-0.2%	12.0%	-11.7%	-2.5%	-1.9%
COc1ccccc1N(CC(=O)NCC1CCCO1)C(=O)CNS(=O)(=O)c1ccc(C)cc1 (stereo not given)	-12.5%	-1.5%	1.4%	5.1%[12.7 µM]	-6.1%	23.7%	-12.6%	4.5%	-3.2%
CCC(C)(C)n1nnnc1C(c1ccncc1)N1CCN(c2cccc(OC)c2)CC1 (stereo not given)	0.0%	16.1%	-2.9%	-3.3%[12.7 µM]	-2.6%	-2.9%	-8.6%	-2.2%	-21.8%
COc1ccc(C(C)(C)C)cc1NC(=O)COC(=O)c1ncc(Cl)c(Cl)c1Cl	0.4%	3.4%	-0.4%	5.7%	0.3%	-0.2%	-27.5%	-4.8%	0.0%
Cc1cnc(CNc2ccnc(-c3cccc(NS(C)(=O)=O)c3)n2)cn1	2.5%[60.1 µM]	x	x	-6.8%[0.501 µM]	13.0%	x	x	6.8%	x
CCOc1ccc(C2N(c3ccc(F)cc3)C(=O)C3CCCN32)cc1OC (stereo not given)	-1.8%	-7.8%	-4.6%	-20.6%	18.2%	53.8%	-15.6%	-0.1%	-15.5%
CCNC(=O)N1CCN(S(=O)(=O)c2ccc3c(c2)OCCCO3)CC1	-9.3%	u	5.8%	-26.7%[2.33 µM]	-2.3%	x	-12.4%	x	5.5%
CC(=O)Nc1ccc2c(c1)C(=Nc1cccc(C)c1)c1ccccc1-2	-6.1%	27.4%	x	x	x	x	u	x	31.6µM*
NC(=O)C(=O)N/N=C/c1c2ccccc2cc2ccccc12	-11.2%	21.5%	-22.9%	u	-2.3%	1.1%	9.0%	1.8%	-3.0%
Cc1ccc(Cl)cc1NC(=O)c1cc(CN2CCCC2)on1	0.0%	14.6%	-18.0%	9.8%[59 µM]	x	12.8%	-3.9%	0.5%	-15.0%
CCCc1nc2ccccc2c(=O)n1/N=C/c1ccccc1O	-1.1%	-4.2%	-5.3%	12.1%	14.7%	8.2%	-21.5%	-1.8%	-19.0%
O=C(c1ccccc1)c1ccc(C(=O)N2CCCC(C(F)(F)F)C2)cc1 (stereo not given)	-17.0%	-8.5%	4.2%	-28.2%[0.501 µM]	6.5%	x	-7.0%	x	-2.1%
Cc1csc2ncnc(N3CCN(C(=S)Nc4ccc(F)cc4F)CC3)c12	0.4%	124.0%[activator]	-24.8%	-3.7%	-0.7%	13.1%	-26.9%	-1.2%	-13.5%
Cn1c(N2CCCCC2)nc2c1c(=O)[nH]c(=O)n2C	-3.5%	21.3%	-26.6%	u	2.8%	3.0%	13.4%	1.3%	-4.0%
COc1ccc(CN2CCN(C(=O)CC(C)C)CC2)cc1	0.2%	22.6%	u	x	6.5%	u	-11.4%	0.2%	7.94µM*
COC(=O)c1ccc(NS(=O)(=O)c2c(C)[nH]c(C)c2C(=O)N2CCCC2)cc1	2.5%	13.0%	-14.7%	-1.2%	10.1%	2.1%	-24.6%	-0.7%	-12.3%
CCOc1ccc2nc(NC(=O)c3nc(SCc4ccccc4C)ncc3Cl)sc2c1	-3.7%	222.1%[activator]	-1.0%	7.4%[59 µM]	x	-0.4%	-22.6%	-0.7%	-14.5%
CCOc1cccc(-c2c(C(=O)N/N=C/c3cccs3)nnn2-c2nonc2N)c1	u	79.4µM*	16.4%	x	-27.0%	u	13.5%	-9.1%	-22.9%
C=CCSc1nnc(CSc2nc3sc4c(c3c(=O)[nH]2)CCCC4)n1-c1ccccc1	-3.8%	u	-20.9%	u	-3.7%	u	u	-13.4%	u
Cc1ccc(C(=O)NC(=S)Nc2cccnc2Cl)cc1	-3.3%	71.2%[activator]	0.9%	u	6.3%	-0.1%	-12.2%	-2.9%	0.4%
COc1ccc2c(c1)/C(=N/N1C(=O)c3ccccc3C1=O)C(=O)N2	x	x	-13.9%	16.1%[59 µM]	0.6%	-1.4%	x	0.1%	x
